RXFP1 agonist = agonists of human relaxin receptor RXFP1. 370,000 compounds, 0.3% hits. AID 2676. Q9HBX9. Potency, µM (highest dose often 57.5 µM), without a hit: top-dose activation, most hits filed as activators. HEK293T-RXFP1 cAMP TR-FRET, 30 min; response scale: percent of porcine relaxin response, buffer zero; also: potency is read from the fitted curve at half-maximal effect; % is scaled to controls: 0 for no effect and ±100 for the full control effect; nearly all actives have a fitted effect of over 60% in size; many of its hits are not listed in these tables
Target sequence (Q9HBX9 whole entry, looked up): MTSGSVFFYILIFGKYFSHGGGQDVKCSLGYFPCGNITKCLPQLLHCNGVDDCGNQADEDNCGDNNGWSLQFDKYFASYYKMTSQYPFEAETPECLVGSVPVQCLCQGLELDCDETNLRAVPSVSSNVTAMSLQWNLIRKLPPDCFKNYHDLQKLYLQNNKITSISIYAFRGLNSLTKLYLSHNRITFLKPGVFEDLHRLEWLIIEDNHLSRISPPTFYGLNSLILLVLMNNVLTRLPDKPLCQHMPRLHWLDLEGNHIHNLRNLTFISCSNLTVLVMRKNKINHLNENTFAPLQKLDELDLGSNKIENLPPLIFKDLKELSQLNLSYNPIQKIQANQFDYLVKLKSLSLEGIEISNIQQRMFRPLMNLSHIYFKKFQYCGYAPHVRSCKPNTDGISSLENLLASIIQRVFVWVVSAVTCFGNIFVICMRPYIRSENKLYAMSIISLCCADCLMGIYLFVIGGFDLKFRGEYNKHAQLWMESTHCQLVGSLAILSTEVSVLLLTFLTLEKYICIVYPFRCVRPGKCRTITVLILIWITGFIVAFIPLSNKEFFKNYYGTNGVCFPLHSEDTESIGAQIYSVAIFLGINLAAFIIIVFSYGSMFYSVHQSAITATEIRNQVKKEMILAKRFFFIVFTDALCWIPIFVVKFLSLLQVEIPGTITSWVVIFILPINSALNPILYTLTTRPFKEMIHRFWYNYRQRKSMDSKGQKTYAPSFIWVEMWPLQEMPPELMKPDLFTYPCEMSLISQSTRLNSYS
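cAMP rise read by TR-FRET after 30 min, 37C compound exposure (up to 58 uM) in RXFP1-transfected HEK293 cells with Ro 20174 present. EC50 from Hill-equation fits, with 29 nM porcine relaxin as 100% and buffer as basal.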
D1 antagonist = antagonists of human D1 dopamine receptor; P21728; 360,000 compounds, 3.2% hits; HEK293 TREx D1 cells, calcium flux, dopamine EC80; active compounds read low; activity change, negative = inhibition, % at 10 µM; in the data active = activity change below about -30%; also: % is scaled to controls: 0 for no effect and ±100 for the full control effect
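HEK293 T-REx cells expressing inducible, force-coupled D1 receptor; no-wash Ca dye, 30–90 min RT. Cmpd → 180 s read at 1 Hz → EC80 DA → 180 s read.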
LDHA block = inhibitors of human lactate dehydrogenase A; P00338; purified LDHA, NADH/diaphorase-resazurin fluorescence; active compounds read low; activity change, % (values are at about 110 or 230 µM); 480,000 compounds, 0.15% hits; in the data active = activity change below about -30%; inconclusive = mostly about -25% to -30%;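 also: plate controls were DMSO wells for no effect and wells without enzyme for full effect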
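Remaining NADH was detected by diaphorase (0.133 mg/mL) converting 37 µM resazurin to fluorescent resorufin, read at 0 and 20 minutes. The preceding 5-minute room-temperature reaction used 2 nM LDHA, 0.2 mM sodium pyruvate and 0.06 mM NADH at pH 7.4.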
D2 PAM = positively modulates the human D2 dopamine receptor allosterically; P14416; HEK293 T-REx D2, calcium flux, EC20 dopamine potentiation; potentiation, % at 10 µM; 340,000 compounds, 0.34% hits;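 active = potentiation over 3 SD above the plate norm, cut at about 30% in these data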; also: 0% is about no effect
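Tetracycline-induced Hek293 Trex D2 cells, force-coupled to calcium, loaded with no-wash calcium dye. Compound added with 180 s kinetic read for agonism, then EC20 dopamine and a further 180 s read for potentiation.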
Vif-A3G inh = blocks the Vif interaction with human APOBEC3G; 410,000 compounds, 0.076% hits; Potency, µM (titrated, usually from 46.1 µM), for inactives: at the highest dose activity, negative = active, most hits filed as inhibitors; HeLa A3G-eYFP + Vif (tagged APOBEC3G with the HIV-1 protein that degrades it), YFP fluorescence, overnight; AID 602310; Q9HC16;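 also: potency is read from the fitted curve at half-maximal effect; % is scaled to controls: 0 for no effect and ±100 for the full control effect; nearly all actives have a fitted effect of over 60% in size; hits raise eYFP signal because A3G escapes Vif-driven loss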
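HeLa cells stably expressing Vif and C-terminally eYFP-tagged A3G, seeded overnight at 37 deg C, then exposed to compound by pintool overnight at 37 deg C. Rise in yellow fluorescence (Ex 488/Em 500-530, Acumen) marks blocked Vif-driven A3G degradation.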
D1 agonist = human D1 receptor agonism; P21728; HEK293 T-REx D1 cells, calcium flux, agonist mode; activation, % at 2 µM; 360,000 compounds, 1% hits; in the data active = activation above about 30%; also: 0% is about no effect
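Inducible HEK293 T-REx D1 cells, force-coupled to calcium signalling, were plated at 4000 cells/well with tetracycline and held overnight at 30 C. After no-wash calcium dye loading, compound-evoked calcium rise over 180 s flagged agonists.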
D1 potentiator = potentiators of human D1 dopamine receptor | P21728 | HEK293 TREx D1 cells, calcium flux, dopamine EC20 potentiation | potentiation, % at 10 µM | 360,000 compounds, 0.036% hits | AID 504651; in the data active = potentiation above about 30%; also: 0% is about no effect
Vif-A3F inh = blocks the Vif interaction with APOBEC3F; HeLa A3F-eYFP + Vif (tagged APOBEC3F with the HIV-1 protein that degrades it), YFP fluorescence increase; Potency, µM (top dose mostly 46.1 µM), for inactives: at the highest dose activity, negative = active; 390,000 compounds, 0.2% hits; AID 602313; also: potency is read from the fitted curve at half-maximal effect; % of control where 0% means no effect; nearly all actives have a fitted effect of over 65% in size
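HeLa cells stably expressing A3F-eYFP plus Vif, plated and incubated overnight at 37 deg C, then exposed to compounds overnight at 37 deg C. Blocked degradation read as raised yellow fluorescence (Ex 488/Em 500-530).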
GRP78 ERSR act = induces the endoplasmic reticulum stress response in human glioma cells; U87-MG GRP78 promoter luciferase reporter, 16 h; Potency, µM, inactives show top-dose activation, most hits filed as activators; 420,000 compounds, 0.02% hits; also: potency is read from the fitted curve at half-maximal effect; series mostly up to about 76 µM; % of control where 0% means no effect; nearly all actives have a fitted effect of over 35% in size
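Stably transfected U87-MG human glioma cells carrying a GRP78-based luminescent sensor were seeded at 1000 cells/well, pin-dosed with compounds and incubated 16 h. Luciferase reagent was then added, and end-point luminescence was read after 10 min at room temperature.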
An asterisk follows results filed as active; u = inconclusive; x = not tested or not shown; & = joins results of further samples. Unless noted, calls follow the shape of the dose curve; as a rule, active = well fitted curve in the direction sought with a large enough effect; inconclusive = small, poorly fitted or top-dose-only effect, or another doubt; inactive = no such curve, though single readings can be large; an effect the other way counts as inactive or inconclusive. Only part of the results is shown; count on the stated rates, not on these rows.

SMILES | RXFP1 agonist | D1 antagonist | LDHA block | D2 PAM | Vif-A3G inh | D1 agonist | D1 potentiator | Vif-A3F inh | GRP78 ERSR act
COc1ccc(C)cc1NC(=O)c1ccc2c(=O)n3c(nc2c1)CCCCC3 | u | -5&-18 | -7&-9&1 | -1&-3 | -5% | 3&-2 | -1&-3 | -4% | -3%
CCOc1cc(-c2nn3cnnc3s2)cc(OCC)c1OCC | 4.5% | 15 | 1 | -6 | 1% | 0 | -1 | -7% | -17%
CCCCN(C(=O)c1cc2c(s1)CCC2)c1c(N)n(CC(C)C)c(=O)[nH]c1=O | 0.3% | 15 | -7 | -11 | -7% | -1 | 2 | -4% | -3%
O=C(O)c1cc(-c2ccc(/C=C3/SC(=S)N(Cc4ccccc4)C3=O)o2)ccc1Cl | -1.3% | 4 | -7 | 5 | -15% | 7 | -6 | u | 0%
COc1ccc(-c2nsc3c(N4CCCCC4)ncnc23)cc1 | -2.6% | -5 | -3 | 15 | 0% | 5 | 2 | x | -12%
CN(C(=O)c1cc2c(cc1Br)OCO2)c1cccc2ccccc12 | x | x | -11 | x | -2% | x | x | -6% | -4%
Cn1nccc1C(=O)N1CCCC(C(=O)c2cccc3ccccc23)C1 (stereo not drawn) | -1.2% | -17 | 2 | 8 | u | 2 | 1 | -24% | 4%
CCN(Cc1ccccc1)C(=O)C(CC(C)C)NS(=O)(=O)c1ccc2c(c1)CCN2C(C)=O (stereo not drawn) | 0.2% | 7 | -5 | 9 | -8% | -1 | 3 | 1% | -1%
Cc1ccc2cc(CCNS(=O)(=O)c3ccc(Br)cc3)c(=O)[nH]c2c1C | 1.9% | 2 | -3 | -8 | -1% | 0 | -6 | 14% | -3%
Cc1ccc(/C=C/c2nc3sc(C(=O)O)c(C)c3c(=O)[nH]2)cc1[N+](=O)[O-] | -0.8% | -5 | -7 | -9 | -2% | 3 | -3 | -3% | -4%
COc1ccccc1CN1C(=O)c2ccncc2C1=O | 0.1% | 4 | -1 | -5 | 2% | 0 | 5 | -12% | -1%
O=C(NC1CC2CCC1C2)C1COc2ccccc2O1 (stereo not drawn) | 0.0% | -17 | -3 | 9 | 2% | 1 | -6 | 0% | 8%
CCOc1ccc(CNC(=O)C2CCCCN2S(=O)(=O)c2ccc(F)cc2)cc1OC (stereo not drawn) | 0.2% | -10 | 0 | -3 | 1% | 1 | 5 | 3% | -1%
CCOC(=O)c1cnc(-n2[nH]c(C)c(Cc3ccccc3)c2=O)[nH]c1=O | -0.6% | 12 | 13 | -2 | 3% | 5 | 3 | 5% | 1%
Cc1cccc(NC(=O)Cn2c(=O)n(Cc3ccco3)c(=N)c3c4c(sc32)COC(C)(C)C4)c1 | 1.3% | 26 | -4 | 19 | -2% | 2 | -7 | 3% | 0%
Cc1ccc(N2C(=O)N3[C@H](c4ccc(F)cc4)[C@@H]4C(=O)N(C5CCCCC5)C(=O)[C@@H]4[C@]3(Cc3ccccc3)C2=O)cc1 | -0.4% | -11 | -12 | x | 1% | 5 | -1 | -3% | -2%
COc1ccc(-c2cc3c(=O)n(CC(=O)Nc4ccc(Cl)cc4)ncn3n2)cc1 | 29% | -16 | -3 | 0 | -6% | 1 | 3 | 2% | 3%
COc1ccc(-c2cc(C(=O)Nc3cccc(C(C)=O)c3)no2)cc1OC | 18% | -13 | -4 | x | 5% | -1 | 0 | -5% | -3%
COc1ccc(CNC(=O)C2CCCN(S(=O)(=O)c3c(C)nn(C)c3C)C2)cc1 (stereo not drawn) | -0.6% | 1 | 0 | 1 | 3% | 1 | x | -8% | -5%
O=C(Nc1ccccc1N1CCCC1)c1cccc(Cl)c1Cl | 0.2% | -32* | 1 | -7 | -4% | 2 | -2 | -14% | -4%
CCCCn1c(N)c(N(CCOC)C(=O)C(C)N2C(=O)c3ccccc3C2=O)c(=O)[nH]c1=O (stereo not drawn) | 0.8% | 9 | -7 | 6 | 4% | 2 | -10 | -11% | 1%
O=C(NCCCNC(=O)NC1CCCCC1)NC1CCCCC1 | x | x | -1 | x | 4% | x | x | -5% | -4%
COc1ccccc1NC(=O)CSc1nnc(N)s1 | 1.3% | -14 | -5 | -3 | 0% | 2 | -1 | 4% | -3%
Cc1nc(SCC(=O)Nc2ccc(S(=O)(=O)N3CCOCC3)cc2)c2c(C)c(C)sc2n1 | x | x | 4 | x | -4% | x | x | 7% | -5%
CCN1CCN(c2cc(N3CCc4ccccc4C3)c(F)cc2[N+](=O)[O-])CC1 | 0.8% | -40* | -2 | -22 | -20% | 6 | -9 | -2% | -6%
C[C@H]1C[C@H]2[C@@H]3CCC4=CC(=O)C=C[C@]4(C)[C@@]3(Cl)[C@@H](O)C[C@]2(C)[C@@]1(O)C(=O)CO | 1.8% | -17 | -5 | -10 | 2% | 1 | 4 | 4% | -3%&1%
CC(C)C1Cc2c(sc3c2c(=O)n(Cc2ccccc2)c2nncn32)CO1 (stereo not drawn) | 0.9% | 4 | -5 | 5 | -3% | 2 | 0 | 4% | 0%
COc1ccc(NC(=O)COc2cc(O)c3c(c2)OC(C)(C)CC3=O)cc1 | 2.7% | -3 | 0 | 0 | -7% | 5 | -3 | 4% | 1%
Cc1cccc(OCCC(=O)Nc2ccc(C)c(S(=O)(=O)N3CCOCC3)c2)c1 | x | x | -5 | x | 0% | x | x | -1% | -3%
O=C(Nc1ccc(C(=O)OC[C@@H]2CCCN3CCCC[C@H]23)cc1)c1cccc(Br)c1 | 0.0% | -18 | 2 | -2 | -5% | 9 | -6 | 1% | -5%
CC(=O)OC[C@H]1O[C@@H](Sc2cccc3cccnc23)[C@H](OC(C)=O)[C@@H](OC(C)=O)[C@@H]1OC(C)=O | -0.4% | 1 | -7 | -1 | 3% | 0 | 0 | 2% | -5%
CCOc1ccc(NC(=O)CSc2nnc(-c3ccco3)n2C)cc1 | 0.6% | 5 | 1 | 6 | 0% | 2 | -4 | -3% | 1%
COC(=O)C1=C(N)Oc2cc(C)n(Cc3cccnc3)c(=O)c2C1c1cc(OC)ccc1OC (stereo not drawn) | 0.3% | -9 | 1 | 1 | 2% | 0 | 4 | -4% | -1%
CCOc1ccc(NC(=O)C(=O)NCc2ccncc2)cc1 | -0.1% | -24 | 3 | -3 | 0% | 3 | -3 | -4% | 5%
COc1ccc(S(=O)(=O)N(C)CC(=O)NCc2ccccn2)cc1 | -0.4% | 12 | -10 | x | 3% | -1 | -4 | 2% | 0%
CC(=O)Nc1nc(=S)n(-c2ccccc2)[nH]1 | -0.1% | 0 | -11 | -4 | 0% | 2 | 6 | -8% | -1%
Cc1ccc(NC(=S)N(C)C(c2ccccc2)c2ccccc2)cc1C | -0.8% | -2 | -2 | 7 | 0% | 5 | -4 | -2% | -1%
CCOc1ccc(NC(=S)N2CCN(S(=O)(=O)c3ccc(OC)cc3)CC2)cc1 | 0.3% | 0 | -5 | 3 | 0% | 4 | -2 | 5% | -5%
O=C(CCCNC(=O)c1ccc(Cl)cc1)NCc1ccccc1F | 0.2% | 2 | -3 | -13 | -1% | 3 | 6 | -9% | -4%
O=C(NCN1CCOCC1)c1cnccn1 | 2.7% | 3 | -1 | 6 | 2% | 0 | -2 | 0% | 10%&-2%

Not a retest: 8 of the compounds above.
SMILES | RXFP1 agonist | D1 antagonist | LDHA block | D2 PAM | Vif-A3G inh | D1 agonist | D1 potentiator | Vif-A3F inh | GRP78 ERSR act
CCCCn1c(N)c(N(CCOC)C(=O)C(C)N2C(=O)c3ccccc3C2=O)c(=O)[nH]c1=O (stereo not drawn) | 0.8% | 9 | -7 | 6 | 4% | 2 | -10 | -11% | 1%
O=C(NCCCNC(=O)NC1CCCCC1)NC1CCCCC1 | x | x | -1 | x | 4% | x | x | -5% | -4%
COc1ccccc1NC(=O)CSc1nnc(N)s1 | 1.3% | -14 | -5 | -3 | 0% | 2 | -1 | 4% | -3%
Cc1nc(SCC(=O)Nc2ccc(S(=O)(=O)N3CCOCC3)cc2)c2c(C)c(C)sc2n1 | x | x | 4 | x | -4% | x | x | 7% | -5%
CCN1CCN(c2cc(N3CCc4ccccc4C3)c(F)cc2[N+](=O)[O-])CC1 | 0.8% | -40* | -2 | -22 | -20% | 6 | -9 | -2% | -6%
C[C@H]1C[C@H]2[C@@H]3CCC4=CC(=O)C=C[C@]4(C)[C@@]3(Cl)[C@@H](O)C[C@]2(C)[C@@]1(O)C(=O)CO | 1.8% | -17 | -5 | -10 | 2% | 1 | 4 | 4% | -3%&1%
CC(C)C1Cc2c(sc3c2c(=O)n(Cc2ccccc2)c2nncn32)CO1 (stereo not drawn) | 0.9% | 4 | -5 | 5 | -3% | 2 | 0 | 4% | 0%
COc1ccc(NC(=O)COc2cc(O)c3c(c2)OC(C)(C)CC3=O)cc1 | 2.7% | -3 | 0 | 0 | -7% | 5 | -3 | 4% | 1%

Next part
SMILES | RXFP1 agonist | D1 antagonist | LDHA block | D2 PAM | Vif-A3G inh | D1 agonist | D1 potentiator | Vif-A3F inh | GRP78 ERSR act
Cn1nnnc1Sc1ncnc2scc(-c3cccc(N)c3)c12 | x | 0 | -7 | x | x | 5 | -5 | x | x
S=c1[nH]cc(-c2ccccc2)n1-c1ccccc1 | 2.5% | 2 | -3 | 9 | 2% | 1 | 0 | -3% | -10%
Cc1cc(C)n(-c2ccc([N+](=O)[O-])cc2-c2nn[nH]n2)n1 | 0.7% | -4 | 1 | 4 | 0% | 2 | 4 | u | -2%
COc1cc(S(=O)(=O)Nc2ncccc2C)c(OC)cc1Cl | -0.2% | -26 | -2 | x | 2% | 1 | 1 | -21% | 6%
CC(=O)c1c(COC(=O)c2cccnc2)nc2ccccc2[n+]1[O-] | 1.8% | 4 | -9 | x | 0% | 2 | -4 | -2% | -4%
CCOC(=O)C1=C(CN2CCN(c3ccc(C)cc3C)CC2)NC(=O)NC1c1ccc(OC)cc1 (stereo not drawn) | 3.5% | -6 | 3 | -7 | 2% | 1 | -3 | 1% | -1%
